# Source: PubChem
# Mcl1-Bid inh – Mcl-1/Bid interaction inhibition; Q07820; TR-FRET Mcl-1/Bid-Dy647 peptide binding, 1536-well; inhibition, % at 21.7 µM; hit rate 0.97% among 220,000; AID 1021;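 active means compounds that cut the binding signal by more than half at the single screening dose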;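 further: His-tagged Mcl-1 with europium anti-His antibody binding Bid BH3 peptide; 0% = Mcl-1 plus peptide wells and 100% = peptide-only wells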
# Target sequence (Q07820 whole entry, looked up): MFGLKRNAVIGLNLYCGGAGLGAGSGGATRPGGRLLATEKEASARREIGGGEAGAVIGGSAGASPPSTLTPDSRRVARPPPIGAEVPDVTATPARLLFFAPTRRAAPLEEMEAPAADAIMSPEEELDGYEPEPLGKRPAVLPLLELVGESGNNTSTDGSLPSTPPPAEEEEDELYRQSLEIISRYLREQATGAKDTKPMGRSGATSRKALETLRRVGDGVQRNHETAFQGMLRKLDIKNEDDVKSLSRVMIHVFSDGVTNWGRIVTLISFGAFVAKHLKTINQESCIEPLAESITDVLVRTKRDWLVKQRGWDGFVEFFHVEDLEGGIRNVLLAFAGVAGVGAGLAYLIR
# Bcl-B Bim block – disrupts Bim peptide binding to human Bcl-B | Q9HD36 | bead-based flow cytometry | inhibition, % at 10 µM | hit rate 0.073% among 190,000 | AID 951;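 further: 0% = tracer peptide without compound and 100% = reference inhibitor peptide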
# Bcl-2 Bim block – disrupts Bim peptide binding to human Bcl-2; P10415; Bead-based flow cytometry, Bim peptide-Bcl-2 binding; inhibition, % at 10 µM; hit rate 0.06% among 190,000; AID 950; in the data active means inhibition above about 40%; inconclusive means no clear call, values can overlap the other calls;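 further: 0% = no compound wells with probe peptide and 100% = reference peptide inhibitor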
# Target sequence (P10415 whole entry, looked up): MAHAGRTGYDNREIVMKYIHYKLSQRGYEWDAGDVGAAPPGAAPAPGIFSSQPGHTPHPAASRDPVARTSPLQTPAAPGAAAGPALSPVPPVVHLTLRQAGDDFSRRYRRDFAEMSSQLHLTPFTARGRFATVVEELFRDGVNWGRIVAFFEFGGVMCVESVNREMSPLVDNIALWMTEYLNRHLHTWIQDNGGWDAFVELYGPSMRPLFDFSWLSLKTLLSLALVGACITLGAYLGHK
# Mcl1 Noxa PPI – disrupts binding of human Mcl-1 to Noxa peptide. Q07820. TR-FRET Mcl-1/Noxa peptide binding, 2 h. inhibition, % at 21.7 µM. hit rate 1.5% among 220,000. AID 1022;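 active means compounds that cut the protein-peptide binding signal by more than 50% relative to plate controls in a single-dose test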;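 further: His-tagged Mcl-1 with rhodamine Noxa BH3 peptide and terbium anti-His antibody; 0% = Mcl-1 plus Noxa peptide wells and 100% = peptide-only wells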
# Bim-Bcl-XL – disrupts Bim peptide binding to human Bcl-XL; inhibition, % at 10 µM; Q07817; bead flow cytometry, fluorescence; hit rate 0.04% among 190,000
# Target sequence (Q07817 whole entry, looked up): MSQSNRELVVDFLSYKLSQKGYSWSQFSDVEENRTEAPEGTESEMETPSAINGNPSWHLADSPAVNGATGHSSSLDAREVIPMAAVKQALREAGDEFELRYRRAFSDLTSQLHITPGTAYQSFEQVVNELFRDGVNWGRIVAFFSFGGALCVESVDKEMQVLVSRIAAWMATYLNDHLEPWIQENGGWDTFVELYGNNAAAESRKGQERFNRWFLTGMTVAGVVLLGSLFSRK
# RGS4-Gao reg – human RGS4-Galphao interaction regulation. Multiplexed bead flow cytometry, RGS4-Galphao binding; actives lie on both sides. binding response (% of control), % at 10 µM. hit rate 0.33% among 220,000. AID 1415; in the data active means binding response below about 49% or above about 150%; inactive means in between;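 further: fluorescent Galphao activated with aluminum fluoride binding bead-coupled RGS4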
# RGS8-Gao reg – human RGS8-Galphao interaction regulation; P09471; multiplexed bead flow cytometry, RGS8-Galphao binding; actives lie on both sides; response (percent of control binding), % at 10 µM; hit rate 0.34% among 220,000; in the data active means response below about 60% or above about 140%; inactive means in between;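 further: Galphao activated as the GDP aluminium fluoride complex binding bead-coupled RGS8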
# RGS7-Gao reg – human RGS7-Galphao interaction regulation | Multiplexed bead flow cytometry, RGS7-Galphao binding; actives lie on both sides | binding response (% of control), % at 10 µM | P09471 | hit rate 0.35% among 220,000 | AID 1439; in the data active means binding response below about 49% or above about 150%; inconclusive means no clear call, values can overlap the other calls; inactive means in between;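 further: fluorescent Galphao held in activated GDP-AlF4 state binding bead-coupled RGS7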
# Mcl-1 Bim block – human Bim-Mcl-1 interaction inhibition. Q07820. Bead-based flow cytometry, Bim peptide-Mcl-1 binding. inhibition, % at 10 µM. hit rate 0.1% among 190,000. AID 1009;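 further: 0% = no compound tracer wells and 100% = peptide blocker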
# Bfl-1 Bim block – disrupts Bim binding to human Bfl-1; hit rate 0.12% among 190,000; Q16548; AID 1008; inhibition, % at 10 µM; Bead-based flow cytometry, Bim-Bfl-1 binding inhibition;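 further: 0% = wells without compound plus tracer and 100% = blocker peptide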
# Bcl-W Bim block – disrupts Bim peptide binding to human Bcl-W; Q92843; bead-based flow cytometry; inhibition, % at 10 µM; hit rate 0.02% among 190,000; AID 952;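 further: 0% = bound tracer without compound and 100% = peptide blocker; higher means less fluorescent Bim peptide bound to Bcl-W beads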
# Target sequence (Q92843 whole entry, looked up): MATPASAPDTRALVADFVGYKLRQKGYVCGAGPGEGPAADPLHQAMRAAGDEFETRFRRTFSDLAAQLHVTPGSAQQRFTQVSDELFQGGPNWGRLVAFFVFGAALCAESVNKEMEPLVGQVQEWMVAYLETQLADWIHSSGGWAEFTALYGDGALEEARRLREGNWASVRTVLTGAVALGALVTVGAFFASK
# * hit, by the source's call; ? = inconclusive; . = not tested or not shown. Unless noted, no stated cut-off is given here; in the data, active means inhibition above about 40%. Not a hit list, and some 2.7% of all compounds hit somewhere here.
Mcl1-Bid inh	Bcl-B Bim block	Bcl-2 Bim block	Mcl1 Noxa PPI	Bim-Bcl-XL	RGS4-Gao reg	RGS8-Gao reg	RGS7-Gao reg	Mcl-1 Bim block	Bfl-1 Bim block	Bcl-W Bim block	mol
-17.3	-1.0	-3.0	-0.2	-2.0	101.9	101.6	103.8	0.0	0.0	0.0	CCc1cc2c(=O)c(-c3ccc(F)cc3)c(C(F)(F)F)oc2cc1OCC(=O)O
-11.7	0.0	-1.0	14.1	-3.0	97.6	101.3	97.7	0.0	-8.0	-3.0	COCC(C)NC(=O)CCc1nnc(C2(c3ccc(Cl)cc3)CCC2)o1 (centres undefined)
5.5	-5.0	-1.0	6.9	-1.0	82.2	87.6	81.2	1.0	-4.0	-2.0	O=C(Nc1ccccc1)C1=C[C@H](c2ccccc2)C[C@H](OCc2ccc(CO)cc2)O1
48.1	-6.0	-9.0	0.9	-9.0	99.1	101.2	98.4	-2.0	-8.0	-4.0	CCOc1ccc(OCCCCN(C)C)cc1
7.9	-5.0	0.0	-2.0	-1.0	93.7	96.9	96.1	0.0	-5.0	-4.0	CCN(CC)S(=O)(=O)c1ccc(OC)c(NC(=O)Cn2cnc3c2c(=O)n(C)c(=O)n3C)c1
-71.3	-6.0	0.0	8.2	-4.0	103.7	103.9	115.0	2.0	-1.0	0.0	C=CCn1c(-c2ccc(Cl)cc2)cnc1SC(C)C(N)=O (centres undefined)
-32.6	-5.0	-6.0	54.2*	-2.0	103.3	100.8	104.6	-1.0	2.0	0.0	CC(C)(C)NCC(O)COc1ccccc1C(C)(C)C (centres undefined)
49.7	.	.	-19.4	.	114.5	98.8	?	.	.	.	OCCN(CC#CC(O)(c1ccccc1)c1ccccc1)CCO
-13.9	-3.0	1.0	15.8	0.0	98.6	100.9	95.4	0.0	-6.0	0.0	O=C1C(Cc2ccccc2)S/C(=N/N=C/c2ccco2)N1c1ccccc1 (centres undefined)
-1.0	1.0	1.0	8.6	2.0	101.2	101.6	104.2	0.0	0.0	1.0	CCOC(CCNC(=O)c1cn(-c2cccc(C)n2)cn1)OCC
-30.3	-1.0	0.0	2.5	-1.0	99.5	98.8	98.5	19.0	-6.0	1.0	Cc1ccc(CN(Cc2ccccc2)C(=S)Nc2ccccc2C)o1
-1.9	-1.0	0.0	4.0	-7.0	98.4	98.9	97.6	-2.0	-2.0	-8.0	CCCCCn1c(=O)[nH]c2cc(C(=O)N3CCN(CC)CC3)ccc2c1=O
-41.3	.	.	23.3	.	96.3	95.8	?	.	.	.	COc1cc(-c2[nH]ncc2CN2CCSCC2)cc(OC)c1OC
-2.0	-1.0	3.0	1.3	0.0	100.0	104.5	104.9	-1.0	2.0	6.0	CCCN(CCC)S(=O)(=O)c1ccc(NC(=O)c2cc(C(=O)OC)cc([N+](=O)[O-])c2)cc1
-11.0	-9.0	-4.0	16.5	-5.0	97.2	103.0	?	-5.0	-8.0	-4.0	Cc1ccc(NC(=O)COC(=O)Cn2cnc3ccccc32)c([N+](=O)[O-])c1
-10.6	-5.0	0.0	12.8	-2.0	76.9	86.0	?	1.0	-2.0	3.0	O=C(c1ccc(N2CCOCC2)c([N+](=O)[O-])c1)N1CCN(S(=O)(=O)c2cccs2)CC1
-35.0	-7.0	-5.0	2.6	-7.0	98.1	102.9	93.7	0.0	-6.0	-4.0	O=C(NCCS(=O)CCNC(=O)C(F)(F)F)C(F)(F)F
-11.4	0.0	-2.0	15.4	-3.0	102.8	101.5	97.6	-2.0	0.0	-2.0	CCc1c(C(=O)O)[nH]c2ccc(Br)cc12
-23.2	1.0	0.0	-2.6	-2.0	118.9	130.8	113.3	-3.0	2.0	-2.0	Brc1ccc(-c2csc(NC3=NCCCCC3)n2)cc1
-19.4	.	.	9.4	.	100.3	100.2	?	.	.	.	O=S(=O)(c1ccc(NC(=S)NCc2ccncc2)cc1)N1CCCCC1
-16.2	-4.0	4.0	16.8	-2.0	108.5	105.7	106.1	1.0	-2.0	4.0	Cc1sc2ncnc(OCC(=O)N3CCN(C(=O)c4ccco4)CC3)c2c1C
21.6	-9.0	-8.0	60.5*	-8.0	105.9	105.1	104.0	-4.0	-17.0	-5.0	O=C(O)CCCNc1ccc(S(=O)(=O)Nc2ccccc2C(=O)O)cc1C(=O)O
-1.3	0.0	0.0	7.5	0.0	93.7	96.9	94.3	2.0	-2.0	0.0	Cc1ccc2nc(C)c(Cl)c(=O)n2c1
2.1	-5.0	-3.0	5.6	0.0	96.2	100.7	94.5	0.0	-5.0	-5.0	Cc1cc(NC(=O)Nc2ccc(C)c(C)c2)no1
-24.8	2.0	-4.0	-5.0	3.0	98.8	100.7	102.3	-1.0	-1.0	2.0	NC(=O)NCCC1=CCCCC1
-13.0	-5.0	-7.0	3.1	-3.0	103.0	103.4	108.0	-1.0	-11.0	1.0	COc1ccccc1-c1nnc(SCC(=O)NC2CCCCC2)o1
-34.5	-5.0	-4.0	-7.0	-5.0	102.8	100.7	101.3	-2.0	-8.0	0.0	Cn1cnnc1SCC(=O)Nc1cccc(C(=O)O)c1
-70.0	-5.0	-2.0	2.2	-1.0	101.0	98.5	96.2	3.0	-9.0	1.0	CN1CCN(C(=S)c2ccc(Cl)cc2)CC1
2.0	0.0	0.0	8.1	-5.0	92.8	97.0	94.0	0.0	-2.0	-2.0	CCN(CC)S(=O)(=O)c1cccc(C(=O)Nc2cccnc2)c1
-101.4	-29.0	-3.0	49.0	-11.0	99.9	94.4	107.1	-4.0	2.0	-2.0	Cc1[nH]c(=S)c(C#N)c(-c2ccco2)c1C(=O)N(C)C

# In the list so far, these contain fluorine.
Mcl1-Bid inh	Bcl-B Bim block	Bcl-2 Bim block	Mcl1 Noxa PPI	Bim-Bcl-XL	RGS4-Gao reg	RGS8-Gao reg	RGS7-Gao reg	Mcl-1 Bim block	Bfl-1 Bim block	Bcl-W Bim block	mol
-17.3	-1.0	-3.0	-0.2	-2.0	101.9	101.6	103.8	0.0	0.0	0.0	CCc1cc2c(=O)c(-c3ccc(F)cc3)c(C(F)(F)F)oc2cc1OCC(=O)O
-35.0	-7.0	-5.0	2.6	-7.0	98.1	102.9	93.7	0.0	-6.0	-4.0	O=C(NCCS(=O)CCNC(=O)C(F)(F)F)C(F)(F)F

# The results go on:
Mcl1-Bid inh	Bcl-B Bim block	Bcl-2 Bim block	Mcl1 Noxa PPI	Bim-Bcl-XL	RGS4-Gao reg	RGS8-Gao reg	RGS7-Gao reg	Mcl-1 Bim block	Bfl-1 Bim block	Bcl-W Bim block	mol
9.7	-9.0	-6.0	4.7	-10.0	103.7	101.8	103.2	0.0	-9.0	-1.0	O=C(NCCCn1ccnc1)c1cn(Cc2ccc(F)cc2)nn1
-57.3	.	.	-13.9	.	100.9	100.4	?	.	.	.	O=C1CC(Sc2ccc(Cl)cc2)C(=O)N1Cc1ccncc1 (centres undefined)
-4.8	0.0	-2.0	-5.4	-2.0	101.4	97.5	99.9	-4.0	-1.0	3.0	O=C(OCCNC(=O)c1ccc2ccccc2n1)c1cccnc1
-32.2	-1.0	-5.0	19.4	-2.0	98.7	100.4	98.6	-1.0	-5.0	0.0	O=C(O)[C@@H]1[C@@H]2C[C@@H]2CN1c1ncccc1[N+](=O)[O-]
-0.5	-1.0	0.0	-4.1	-2.0	98.1	100.6	98.0	0.0	-1.0	-1.0	Cc1cc(C)c(C)c(S(=O)(=O)NCC(=O)NCc2ccco2)c1C
-15.9	2.0	22.0	-19.0	-1.0	102.0	100.0	101.8	-11.0	7.0	0.0	O=C(N/N=C/C1=C(N2CCOCC2)C(=C\c2ccccc2)/CC1)Nc1ccccc1
-2.9	-10.0	0.0	4.5	-3.0	100.8	99.3	94.0	2.0	-1.0	1.0	Cn1c2ccccc2c2nnc(SCc3nnc(-c4ccccc4)o3)nc21
-35.8	4.0	-1.0	-11.1	5.0	102.5	101.1	105.2	1.0	0.0	6.0	Cc1c(NC(=O)CCC(=O)N2CCCCC2)c(=O)n(-c2ccccc2)n1C
-52.3	.	.	20.1	.	96.9	98.3	?	.	.	.	O=C(COC(=O)CCc1nc2ccccc2c(=O)[nH]1)Nc1ccccc1Cl
-10.5	6.0	5.0	-4.3	8.0	106.5	103.1	104.5	3.0	12.0	4.0	Cc1cc(C)n(CC(=O)N/N=C/c2ccccn2)n1
-19.4	-2.0	-2.0	-11.4	-1.0	98.4	102.2	97.6	2.0	-4.0	-2.0	O=c1[nH]ncc(N2CCCC2)c1Cl
-4.5	1.0	0.0	-10.9	-1.0	98.6	95.5	95.7	0.0	1.0	-1.0	Cc1ccc(CC(=O)N2CCN(C(=O)c3ccco3)CC2)cc1
-17.6	-11.0	-8.0	15.0	-1.0	99.0	100.9	100.4	0.0	-9.0	-1.0	Cc1ccc(CNC(=O)C2CCN(S(=O)(=O)c3c(C)noc3/C=C/c3ccco3)CC2)cc1
3.0	-3.0	-1.0	2.9	0.0	105.9	106.0	106.6	2.0	-6.0	0.0	CC(NC(=O)c1ccc(OC2CCN(C(=O)c3cccnc3)CC2)cc1)C1CC1 (centres undefined)
-17.1	-2.0	-8.0	-13.3	-2.0	101.2	103.2	97.3	1.0	-5.0	-3.0	CCOC(=O)/C=C1\SCC(=O)N1CC(=O)Nc1cccc(F)c1
15.1	0.0	-1.0	5.1	-1.0	100.0	105.0	100.6	-3.0	-1.0	-2.0	Cc1cc(C)n(-c2nc3ccccc3c(=O)n2OCC(=O)OCc2ccccc2)n1
-10.6	-1.0	-4.0	8.4	-2.0	103.2	106.2	103.1	-2.0	-2.0	-1.0	CC1CCN(CC(=O)Nc2cccc([N+](=O)[O-])c2)CC1
9.6	-4.0	-9.0	7.2	-2.0	101.8	102.4	97.5	1.0	-9.0	0.0	CCC(C)c1ccccc1NC(=O)C1CCCO1 (centres undefined)
-3.4	.	.	-5.7	.	93.2	100.0	?	.	.	.	N#Cc1c(N2CCOCC2)nsc1-c1ccc(C(F)(F)F)cc1
-18.4	.	.	-9.3	.	70.2	93.9	?	.	.	.	CCn1cc(C(=O)NCc2ccncc2)c(=O)c2cc(F)c(N3CCN(C(=O)c4ccco4)CC3)cc21
-10.6	-5.0	-3.0	5.3	-4.0	95.1	98.0	88.9	-1.0	-5.0	0.0	Nc1ccccc1SCc1ccccc1
-19.6	1.0	-6.0	11.5	-3.0	102.7	105.6	104.3	-2.0	-4.0	0.0	O=C(Nc1ccc(S(=O)(=O)N2CCCC2)cc1)c1cccs1
-10.7	-5.0	-6.0	6.5	0.0	103.4	102.4	100.3	0.0	-10.0	6.0	O=C(Nc1ccn(Cc2c(F)c(F)c(F)c(F)c2F)n1)c1cccc(Cn2cc([N+](=O)[O-])cn2)c1
-19.5	-6.0	-2.0	19.3	-2.0	101.2	105.2	106.6	0.0	-5.0	0.0	COc1cccc(C2c3[nH]c4ccccc4c3CCN2Cc2cnc(C)s2)c1OC (centres undefined)
-25.1	-9.0	-3.0	-2.6	-5.0	102.8	114.0	121.2	0.0	-16.0	-4.0	Cc1cc(C)n(CC(O)COc2ccccc2C)n1 (centres undefined)
-19.9	-1.0	-4.0	0.1	-4.0	104.5	103.6	112.1	-1.0	-5.0	-3.0	Cc1cc(C)n(CC(=O)Nc2cccc(C(F)(F)F)c2)n1
-12.1	-9.0	-6.0	2.6	-6.0	97.8	99.7	97.7	-4.0	-5.0	-4.0	CCOC(=O)c1c(C)[nH]c(C(=O)COC(=O)[C@H](C)NC(=O)c2ccccc2Cl)c1C
